# Screening data as filed in PubChem BioAssay.
# Kir21 block: inhibitors of mouse Kir2.1 inward-rectifier potassium channel. Inward rectifier potassium channel 2 (Mus musculus), P35561. HEK293-Kir2.1, FluxOR thallium flux fluorescence; hits give low values. B-score at 10 µM. 310,000 compounds, 0.85% hits. AID 1672, 2009;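 active means fluorescence ratio B-score at or below minus 3 SD of library scores, with starting-brightness B-score within 2 SD, cut at about -4.2 in these data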;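 further: channel flux triggered by added potassium and thallium sulfate stimulus; B-score of peak minus minimum fluorescence over baseline after thallium stimulus; more negative B-score means stronger Kir2.1 block with less thallium influx; some compounds called inactive have numbers as strong as hits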
# KCNQ2 inh: KCNQ2 potassium channel inhibitors, primary screen, cell-based, CHO-K1, FluxOR thallium flux, B-score (AID 2156). Potassium voltage-gated channel subfamily KQT member 2 (Rattus norvegicus), O88943. 20 min; hits give low values. B-score at 10 µM. 310,000 compounds, 1.1% hits;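 active means fluorescence ratio B-score at most minus 3 library SDs, with starting brightness B-score within 2 library SDs, cut at about -5.5 in these data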
# Target sequence (O88943 whole entry, looked up): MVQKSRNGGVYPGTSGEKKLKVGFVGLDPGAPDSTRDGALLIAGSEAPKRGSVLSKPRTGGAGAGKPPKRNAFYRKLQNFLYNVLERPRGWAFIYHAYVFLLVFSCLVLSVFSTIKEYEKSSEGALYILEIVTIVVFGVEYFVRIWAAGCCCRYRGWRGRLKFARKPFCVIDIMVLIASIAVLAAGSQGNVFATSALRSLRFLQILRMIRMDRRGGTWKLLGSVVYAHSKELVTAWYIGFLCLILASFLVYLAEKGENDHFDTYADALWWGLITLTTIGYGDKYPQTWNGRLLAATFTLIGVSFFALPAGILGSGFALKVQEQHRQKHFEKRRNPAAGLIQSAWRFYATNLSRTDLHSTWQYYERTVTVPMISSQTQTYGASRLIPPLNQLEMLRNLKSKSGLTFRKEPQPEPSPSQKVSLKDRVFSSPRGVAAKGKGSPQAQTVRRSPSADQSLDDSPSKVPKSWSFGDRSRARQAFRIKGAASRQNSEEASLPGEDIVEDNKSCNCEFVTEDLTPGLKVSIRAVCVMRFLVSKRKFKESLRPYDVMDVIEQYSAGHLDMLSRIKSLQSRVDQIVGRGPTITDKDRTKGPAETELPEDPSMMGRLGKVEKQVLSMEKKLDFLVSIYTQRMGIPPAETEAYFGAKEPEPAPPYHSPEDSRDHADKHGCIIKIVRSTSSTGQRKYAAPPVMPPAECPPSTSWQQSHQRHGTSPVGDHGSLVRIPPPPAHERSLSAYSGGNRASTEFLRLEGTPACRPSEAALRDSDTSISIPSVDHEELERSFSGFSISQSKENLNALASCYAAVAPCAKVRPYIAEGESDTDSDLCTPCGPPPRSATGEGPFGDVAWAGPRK
# An asterisk follows results filed as active; i = inactive.
SMILES,Kir21 block,KCNQ2 inh
CCOc1cc2[nH]c(=S)n(CCN3CCCCC3CC)c(=O)c2cc1OCC (stereo unspecified),-2.9,i
COC(=O)C1=C(C)N(Cc2ccco2)C(=O)/C1=C\c1ccc([N+](=O)[O-])cc1,-1.6,i
CCOC(=O)C1=C(COC(=O)/C=C/c2cccc(OC)c2)NC(=O)NC1C (stereo unspecified),-0.29,i
O=C(COc1cccc(F)c1)N1c2ccccc2Sc2ccccc21,-2.7,i
COc1ccc(NC(C)=O)cc1NC(C)C(=O)Nc1cccc2ccccc12 (stereo unspecified),0.38,i
Cc1ccc(N/C(SCc2ccccc2C)=C(/C#N)C(=O)NCc2ccco2)cc1C,-0.56,i
CC1CCc2c(sc3nc(C(C)(C)C)nc(N4CCN(C(=O)CCl)CC4)c23)C1 (stereo unspecified),-1.1,i
CCc1ccc(S(=O)(=O)N2CCN(c3ccccc3OC)CC2)cc1,-0.05,i
COc1ccccc1OCC(=O)Nc1ccc(-c2nnc(-c3ccco3)o2)cc1,1.1,i
Cc1[nH]c2c(C)cccc2c(=O)c1Br,0.45,i
COc1cc(NC(=O)COn2nnc3ccc(S(C)(=O)=O)cc32)cc(OC)c1,0.02,i
COc1ccc(CCN=C(N)NS(=O)(=O)c2cccs2)cc1OC,-1.2,i
CN(C)c1ccc(N/C=C/C(=O)c2ccco2)cc1,1.2,i
O=c1[nH][nH]c(C(F)(F)F)c1C=NCc1ccccc1Cl,-0.02,i
CC(=O)c1ccc(NC(=O)c2cc(CC(C)C)nc3ccccc23)cc1,-0.1,i
CCC(=O)c1ccc(OCC(=O)OCC(=O)N2CCCc3ccccc32)cc1,-1.6,i
COc1cc(/C(C)=C/c2ccccc2)c2c(c1)oc1ccccc12,2.1,i
COc1ccc(CN(CC(=O)NC2CCCC2)C(=O)c2ccc(-c3ccccc3)[nH]2)cc1,0.61,i
Cc1cc(C)c2cc(CN(CCN3CCCC3)C(=O)Nc3ccc(F)cc3)c(=O)[nH]c2c1,-0.3,i
Cc1ccc(S(=O)(=O)Nc2ccc(-c3ccc4nncn4n3)cc2)cc1,1,i
Cc1oc(-c2ccccc2)cc1C(=O)NCc1ccncc1,0.3,i
COC(=O)c1ccc(OC(=O)C2CC(=O)N(c3ccc(C)cc3C)C2)cc1 (stereo unspecified),-1,i
O=C(CSc1nnc(-c2cccs2)n1-c1ccccc1)NCc1ccco1,-0.32,i
Cc1nn(C(=O)CCC(=O)NCc2cccc(F)c2)c2ccccc12,-0.14,i
C=CCN(CC=C)C(=O)C1CCN(S(=O)(=O)c2ccc(N3CCCC3=O)cc2)CC1,-1.1,i
Cc1cc(C)nc(NS(=O)(=O)c2ccc(NC(=O)Cc3ccccc3)cc2)n1,-0.34,i
CCOc1ccc(C(O)Cc2nc3ccccc3n2C)cc1 (stereo unspecified),-0.73,i
Cc1cc(C(C#N)c2ccc(Cl)cc2)c(Cl)cc1NC(=O)c1cc(I)cc(I)c1O (stereo unspecified),-0.73,i
CCCCCOc1ccc(/C(C)=N/NC2=NCCN2)cc1,-3.9,i
COc1ccc(S(=O)(=O)N2CCC(C(=O)NCc3cccnc3)CC2)cc1C,-1,i
Cc1cccnc1NC(=O)CCc1nnc2ccc(NCc3ccco3)nn12,-1,i
COc1cccc2c3c(c(=O)[nH]c12)CC(C)(C)O3,-0.53,i
COc1ccc(CCNC(=O)c2cc3c(=O)n(C)c4ccccc4c3n2C)c(OC)c1,-0.02,i
O=C(N/N=C/c1ccc(N2CCOCC2)o1)c1cccc(C(F)(F)F)c1,1.9,i
O=[N+]([O-])c1ccc(Cl)cc1N/N=C/c1ccncc1,2.4,i
O=C1CSC(=O)N1CCOCCN1C(=O)CSC1=O,-0.48,i
Cc1cccc(C(=O)Nc2nnc(-c3ccc(C(C)(C)C)cc3)s2)c1,0.96,i
COc1ccc(C(=O)c2ccccc2Cl)cc1,0.41,i
CC(C)C(NC(=O)c1ccco1)C(=O)OCC(=O)c1ccccc1 (stereo unspecified),0.01,i
CCOC(=O)c1cnc(SSc2ncc(C(=O)OCC)c(N)n2)nc1N,-2.4,i
O=C(NCc1cccs1)c1cccnc1Cl,2,i
CCCCCCNCc1ccc(Br)cc1,-1.4,i
Cc1ccc(C(C(=O)NC2CCCCC2)N(C(=O)c2csnn2)c2ccccc2F)o1 (stereo unspecified),0.39,i
CCCOc1ccc(OCCSc2ncccn2)cc1,0.04,i
COCCNC(=O)c1ccc(C(=O)C(=O)c2ccccc2)cc1,0.09,i
COCCn1c(=N)c(S(=O)(=O)c2ccc(Br)cc2)cc2c(=O)n3ccccc3nc21,1.4,i
Cc1cc(C(=O)Nc2ccc(CC(=O)O)cc2)c(C)o1,0.33,i
COc1ccc(S(=O)(=O)Nc2ccccc2C(=O)N2CCCC2)cc1C,0.05,i
COc1ccc(C(=O)NCCn2cc(SCC(=O)NCc3ccco3)c3ccccc32)cc1,0,i
COc1ccc(CN(CC(=O)NCCc2ccccc2)C(=O)CCC(=O)Nc2cc(C)ccn2)cc1,1.3,i
N#Cc1ccc(Oc2ccc(/C=N/O)cn2)cc1,0.02,i
Nc1ccc2nc(-c3ccc(Cl)cc3)[nH]c2c1,0.01,i
CCCCCCC(=O)Nc1ccc(S(=O)(=O)Nc2onc(C)c2C)cc1,0.11,i
C=CCn1c(SCc2c(C)noc2C)nc2cc(C(=O)O)ccc2c1=O,-0.34,i
CCN(CC(=O)NCc1ccc(Cl)cc1)C(=O)c1oc2ccccc2c1C,-2.6,-7*
Cc1cc(OCC(=O)Nc2ccc3oc(=O)ccc3c2)ccc1Cl,0.19,i
O=C(CCl)NC1(C(F)(F)F)C(=O)Nc2c1c(=O)[nH]c(=O)n2-c1ccccc1 (stereo unspecified),-1.2,i
COc1ccc2nc(N3CCCC(C(=O)NCCCN4C(C)CCCC4C)C3)sc2c1 (stereo unspecified),0.16,i
C/C(=N/NC(=O)OC(C)(C)C)c1ccco1,0.89,i
Cc1ccc(C(=O)Nc2cccc(-c3ccc(N4CCOCC4)nn3)c2)cc1,0.07,i

# Looked up by compound from the entries so far, 2 records:
SMILES,Kir21 block,KCNQ2 inh
N#Cc1ccc(Oc2ccc(/C=N/O)cn2)cc1,0.02,i
CCc1ccc(S(=O)(=O)N2CCN(c3ccccc3OC)CC2)cc1,-0.05,i

# A run of entries from further up, for reference:
SMILES,Kir21 block,KCNQ2 inh
COCCn1c(=N)c(S(=O)(=O)c2ccc(Br)cc2)cc2c(=O)n3ccccc3nc21,1.4,i
Cc1cc(C(=O)Nc2ccc(CC(=O)O)cc2)c(C)o1,0.33,i
COc1ccc(S(=O)(=O)Nc2ccccc2C(=O)N2CCCC2)cc1C,0.05,i
COc1ccc(C(=O)NCCn2cc(SCC(=O)NCc3ccco3)c3ccccc32)cc1,0,i
COc1ccc(CN(CC(=O)NCCc2ccccc2)C(=O)CCC(=O)Nc2cc(C)ccn2)cc1,1.3,i
N#Cc1ccc(Oc2ccc(/C=N/O)cn2)cc1,0.02,i
Nc1ccc2nc(-c3ccc(Cl)cc3)[nH]c2c1,0.01,i
CCCCCCC(=O)Nc1ccc(S(=O)(=O)Nc2onc(C)c2C)cc1,0.11,i
C=CCn1c(SCc2c(C)noc2C)nc2cc(C(=O)O)ccc2c1=O,-0.34,i
CCN(CC(=O)NCc1ccc(Cl)cc1)C(=O)c1oc2ccccc2c1C,-2.6,-7*
Cc1cc(OCC(=O)Nc2ccc3oc(=O)ccc3c2)ccc1Cl,0.19,i
O=C(CCl)NC1(C(F)(F)F)C(=O)Nc2c1c(=O)[nH]c(=O)n2-c1ccccc1 (stereo unspecified),-1.2,i
COc1ccc2nc(N3CCCC(C(=O)NCCCN4C(C)CCCC4C)C3)sc2c1 (stereo unspecified),0.16,i
C/C(=N/NC(=O)OC(C)(C)C)c1ccco1,0.89,i
Cc1ccc(C(=O)Nc2cccc(-c3ccc(N4CCOCC4)nn3)c2)cc1,0.07,i

# Continued:
SMILES,Kir21 block,KCNQ2 inh
CCOc1ccc(NC(=O)CCC(=O)c2ccc(OC)cc2)cc1,0.14,i
O=C(CSc1nccn1-c1cccc(Cl)c1)NO,-0.17,i
Cn1cc(C(=O)N2CCCCCC2)c(=O)c2cc(S(=O)(=O)N3CCCCC3)ccc21,0.92,i
Cc1cc(C(=O)CSc2ccccc2)cc(C)c1O,0.25,i
CCOCCCN(C(=O)c1snc(C(N)=O)c1N)C(C(=O)NC1CCCC1)c1ccc(F)cc1 (stereo unspecified),-2.1,i
O=C1CC(=O)N(CCc2ccccc2)C(=O)N1CCc1ccccc1,1.4,i
O=C(C1CCC1)N(CCc1ccccc1)Cc1nc2ccccc2c(=O)[nH]1,0.08,i
CC/C=C/C(=O)N1CC2(CC(c3cccc(NC(=O)CCCCC)c3)=NO2)C[C@H]1C(N)=O (stereo partly specified),0.64,i
N#C/C(=C/c1ccccc1OCc1ccc(F)cc1)c1ccc(C(=O)O)cc1,-0.54,i
COc1ccc(C(=O)NC2CC2)cc1OC1CCN(C/C=C/c2ccccc2)CC1,1.4,i
CCOc1ccc(-c2cccc(NC(=O)COc3ccccc3)c2)nn1,1.3,i
CCCOc1cccc(C2/C(=C(/O)c3ccc(F)cc3)C(=O)C(=O)N2CCN(C)C)c1 (stereo unspecified),0.35,i
Cc1cccc(NC(=S)N2CCN(c3ccccc3F)CC2)c1C,-0.88,i
Cc1cc(COc2ccccc2)oc1C(=O)O,0.08,i
CN(C)S(=O)(=O)c1ccc(C(=O)NC(=O)CSc2ccccc2)cc1,0.89,i
O=C1NC(=O)C2(COC(c3ccncc3)OC2)S1 (stereo unspecified),0.72,i
Oc1ccc(C[C@@H]2CNCCN2CC2CCCCC2)cc1,-0.21,i
CC1C=CCC2C(=O)N(c3ccc(OC(=O)c4ccco4)cc3)C(=O)C12 (stereo unspecified),-3.3,i
Cc1ccc(C(=O)COc2ccccc2N2C(=O)c3ccccc3C2=O)cc1,1.4,i
NS(=O)(=O)c1cccc(NC(=O)CCS(=O)(=O)c2ccc(Cl)cc2)c1,-0.06,i
Cc1nc(NS(=O)(=O)c2ccccc2C)c2c3c(sc2n1)CCC3,1.2,i
CCOC(=O)c1ccc(CSc2ncn[nH]2)o1,0.64,i
CCc1cccc(NC(=O)c2ccc(NS(=O)(=O)c3c(C)noc3C)cc2)c1,-2.7,i
COc1ccc(CCNC(=O)CSc2nnc(CNC(=O)c3c(F)cccc3Cl)o2)cc1OC,0.89,i
COc1ccc(/C=C/C(=O)NCCc2nc3ccccc3[nH]2)cc1,0.63,i
NC(=O)CC(O)c1cccc(Cl)c1 (stereo unspecified),-1.8,i
CN(C)S(=O)(=O)n1cc(/C=C(\NC(=O)c2ccccc2)C(=O)NCCCN2CCOCC2)c2ccccc21,-0.97,i
COc1ccc(S(=O)(=O)NCC(c2ccc(F)cc2)N2CCN(C)CC2)cc1 (stereo unspecified),-0.69,i
O=S(=O)(NCC1NCCc2ccccc21)c1ccccc1 (stereo unspecified),0.87,i
CN(C(=S)NC(=O)c1ccc(Cl)cc1)C1CCCCC1,-0.4,i
CN(Cc1ccccc1)c1nc2c(c(=O)[nH]c(=O)n2C)n1Cc1ccccc1F,-1.8,i
O=[N+]([O-])c1ncccc1OCc1ccc(Br)cc1F,1.7,i
CC(C)c1ccc(/C=C2\SC(=S)N(CC(=O)NCCCN3CCOCC3)C2=O)cc1,-3,i
CCCC(=O)NC(C)C(c1cccs1)N1CCN(C)CC1 (stereo unspecified),-0.37,i
Cc1c(N=NC2=C(O)CC(C)(C)CC2=O)c(=O)n(-c2ccccc2)n1C,-1.8,i
CCN1C(=O)C(C(=O)NC(C)c2ccccc2)C2CC1(C)Oc1ccccc12 (stereo unspecified),2.2,i
NC(=O)c1nsc(C(=O)N(Cc2ccc(F)cc2)C(C(=O)NCC2CCCO2)c2ccc(O)cc2)c1N (stereo unspecified),-2.3,i
O=C(C1CCN(S(=O)(=O)N2CCOCC2)CC1)N1CCN(c2ccccc2)CC1,1.4,i
CCOc1ccc(NC(=O)CN(C)C(=O)c2ccccc2OCc2c(C)noc2C)cc1OCC,0.05,i
CC1CCN(C(=O)/C(=C\c2ccco2)NC(=O)c2ccccc2)CC1,0.08,i
COc1ccccc1-c1nc(C#N)c(N2CCN(C(=O)c3ccco3)CC2)o1,0.59,i
Cc1ccc(C)c(NC(=O)CCN2C(=O)c3ccccc3C2=O)c1,-0.27,i
CCC(=O)NCCc1nc2cc(NC(=O)c3cccs3)ccc2n1C,-0.98,i
CCC(C)N(C(=O)CSc1nnc(C)n1C)C1CCS(=O)(=O)C1 (stereo unspecified),1.5,i
O=C(CSc1nnc(COc2ccccc2)n1-c1ccccc1)c1cccs1,0.01,i
O=C(CSc1ccccn1)N/N=C/c1cc([N+](=O)[O-])ccc1O,0.17,i
CC(C)(C)C(=O)NC(=S)NNC(=O)c1ccncc1,0.91,i
CCOC(=O)c1snc(C(=O)NC2CCCCC2)c1N,-2.2,i
CC(C)OCCCNC(=O)CN1C(=O)/C(=C/c2ccccc2)Sc2ccccc21,0.05,i
NC(=O)c1cc(S(=O)(=O)NCCc2ccc(Cl)cc2)cs1,-0.52,i
CC(=O)Nc1ccc(N(C(=O)c2ccccn2)C(C(=O)NC2CCCCC2)c2ccc(F)cc2)cc1 (stereo unspecified),-0.1,i
CCSc1nnc(NC(=O)c2cc(C)on2)s1,0.08,i
O=C(Cc1ccc(F)cc1)Nc1ccccc1Sc1ccccc1,-6.3*,i
COc1ccc(C)cc1NC(=O)C1CCN(C(=O)c2ccc(C(C)(C)C)cc2)CC1,0.32,i
CCCCCCS(=O)[C@H]1CS(=O)(=O)C[C@@H]1S(=O)CCCCCC (stereo partly specified),-0.07,i
COc1ccc(Cl)cc1NC(=O)CN(C)C(=O)CCCc1c[nH]c2ccccc12,-0.62,i
CC(=O)Nc1ccc(NC(=O)C(C)OC(=O)CNC(=O)c2sc3ccccc3c2Cl)cc1 (stereo unspecified),-0.5,i
O=C(Nc1ccncc1)c1ccc(Br)cc1,-0.16,i
O=C(O)C1(c2ccccc2)CCC(Nc2ccccc2)C1 (stereo unspecified),0.05,i
